Screens as filed in PubChem BioAssay.
RSV CPE inhibition: RSV antiviral activity via CPE protection, HEp-2 cells, primary 10 µM value included (AID 2391); 310,000 tested, 0.13% active; HEp-2 cells, RSV-induced CPE inhibition; higher % means a stronger effect; CPE inhibition, % at 10 µM; hits with a dose series show IC50 in µM; in the data active means a potency from the dose series; inconclusive means CPE inhibition mostly from about 23% at the one dose, without a potency; inactive means the rest, 99 in 100 with CPE inhibition below about 21%; further: strong numbers were not always called active
HIV peptide binding: inhibitors of HIV fusion peptide binding, primary screen, biochemical, uHTS, fluorescence dequenching (AID 1986) | cell-free peptide binding, fluorescence dequenching, 30 min; higher % means a stronger effect | inhibition, % at 20 µM; hits with a dose series show IC50 in µM | 290,000 tested, 0.3% active; in the data active means inhibition mostly above about 52%, no sharp cut-off; inactive means mostly below about 76%; further: some results filed as inactive read as strong as hits
XIAP displacement: XIAP antagonists, biochemical, IAP family, fluorescence polarization (AID 1018); XIAP BIR domain, fluorescence polarization peptide displacement; higher % means a stronger effect; 200,000 tested, 0.007% active; displacement, % at 20 µM; hits with a dose series show IC50 in µM; in the data active means displacement above about 50%; further: a part of the inactive calls stands beside numbers as strong as those of hits
SV40 large T antigen: TAg ATPase/helicase activity blockers – biochemical (AID 1903); SV40 large T antigen ATPase/helicase inhibition assay; higher % means a stronger effect; 310,000 tested, 0.39% active; inhibition, % at 20 µM, or IC50 in µM where a hit was titrated; in the data active means a potency from the dose series; inconclusive means inhibition mostly from about 32% at the one dose, without a potency; inactive means the rest, 99 in 100 with inhibition below about 32%; further: strong numbers were not always called active
Siah-1 displacement: Siah-1 peptide-binding antagonists, primary screen, biochemical, fluorescence polarization, rhodamine-plectin, uHTS (AID 1817) | Siah-1 / rhodamine-plectin peptide fluorescence polarization; higher % means a stronger effect | one-dose displacement, % at 20 µM; IC50 in µM for titrated hits | 290,000 tested, 0.02% active;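 active means displacement of at least 50% at 20 µM, with a fluorescence ratio check between 0.3 and a set limit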;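 further: plate controls were Siah plus tracer with DMSO for no effect and tracer alone without Siah for full effect; strong numbers were not always called active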
Dengue-2 NS5 capping: flavivirus cap methylation enzyme inhibition – biochemical, confirmation dose response, primary screen (AID 588689); Dengue-2 NS5 methyltransferase capping enzyme assay, biochemical; higher % means a stronger effect; one-dose inhibition, % at 25 µM; IC50 in µM for titrated hits; 340,000 tested, 0.3% active; in the data active means a potency from the dose series; inconclusive means inhibition above about 29% without an active follow-up result
AID2073: disruptors of CaV2.2 binding to Mint1 – biochemical, HTRF (AID 2073); inhibition, % at 20 µM; hits with a dose series show IC50 in µM; HTRF protein-protein interaction, Mint1-CaV2.2; higher % means a stronger effect; 290,000 tested, 0.19% active; in the data active means inhibition mostly above about 51%, no sharp cut-off; inconclusive means no clear call, values can overlap the other calls; inactive means mostly below about 53%; further: some results filed as inactive read as strong as hits
Rac1 GTP hydrolysis: MgcRacGAP GTPase-activating activity inhibitors, confirmation, biochemical, ADP Hunter fluorescence. MgcRacGAP-stimulated Rac1 GTP hydrolysis, ADP Hunter fluorescence; higher % means a stronger effect; GST-tagged Rac1 F28L mutant substrate. one-dose inhibition, % at 30 µM; IC50 in µM for titrated hits. 340,000 tested, 0.6% active. AID 624330;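 active means first-screen hits whose inhibition reached a set limit at any dose in the follow-up dose series; inconclusive means inhibition above the set first-screen limit but never retested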;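 further: fluorescence reports GDP produced by GAP-driven GTP hydrolysis; strong numbers were not always called active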
LYP phosphatase: PTPN22 lymphoid phosphatase activity blockers – biochemical, fluorescence intensity, uHTS (AID 1779) | 290,000 tested, 0.054% active | recombinant LYP phosphatase, fluorescence intensity; higher % means a stronger effect | inhibition, % at 11.5 µM, or IC50 in µM where a hit was titrated; in the data active means inhibition above about 50%;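 further: plate controls were vehicle with enzyme for no effect and no enzyme for full effect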
Dengue-2 NS5 capping pilot replicate: also measured in Dengue-2 NS5 capping; calls as there; inhibition, %; measured here: pilot screen replicate inhibition
* marks the source's active call; other numbers are inactive results.

How did NC(=O)C1(N2CCCCC2)CCN(C(=O)c2cccs2)CC1 do in these assays?
RSV CPE inhibition: 3.2%; HIV peptide binding: -1.3%; XIAP displacement: -4.1%; SV40 large T antigen: 1%; Siah-1 displacement: 0%; Dengue-2 NS5 capping: -1%; AID2073: 0%; Rac1 GTP hydrolysis: 7%; LYP phosphatase: -5%

What do the screens show for `COc1ccc(C2C(C#N)=C(N)Oc3cc4c(cc32)OCO4)cc1` (configuration not stated)?
RSV CPE inhibition: 3.2%; HIV peptide binding: -2.6%; XIAP displacement: 1.7%; SV40 large T antigen: 9%; Siah-1 displacement: -6%; Dengue-2 NS5 capping: -1%; AID2073: 3%; Rac1 GTP hydrolysis: 21%; LYP phosphatase: -7%

Results for Cc1cc(N2C(=O)c3ccc(C(=O)Nc4ccccc4O)cc3C2=O)no1 ?
RSV CPE inhibition: 0.2%; HIV peptide binding: -0.3%; SV40 large T antigen: 10%; Siah-1 displacement: 12%; Dengue-2 NS5 capping: 0%; AID2073: 6%; Rac1 GTP hydrolysis: 7%; LYP phosphatase: -9%

What do the screens show for `CCOc1ccc(C(=O)NC(=S)N(Cc2ccccc2)Cc2ccccc2)cc1`?
RSV CPE inhibition: 1.5%; HIV peptide binding: -2.2%; XIAP displacement: -1.1%; SV40 large T antigen: 17%; Siah-1 displacement: 10%; Dengue-2 NS5 capping: -2%; AID2073: 2%; Rac1 GTP hydrolysis: 7%; LYP phosphatase: -2%

What do the screens show for `Cc1ccccc1-n1nnnc1SC1CCOC1=O` (configuration not stated)?
RSV CPE inhibition: 1.1%; HIV peptide binding: 0.4%; XIAP displacement: -7.7%; SV40 large T antigen: 4%; Siah-1 displacement: 0%; Dengue-2 NS5 capping: -6%; AID2073: 6%; Rac1 GTP hydrolysis: 8%; LYP phosphatase: -1%

How did CCC1CCC(N2CCN(c3ccc([N+](=O)[O-])cc3)CC2)CC1 (configuration not stated) do in these assays?
RSV CPE inhibition: 5.2%; HIV peptide binding: -0.9%; SV40 large T antigen: 3%; Siah-1 displacement: -4%; Dengue-2 NS5 capping: 3%; AID2073: 1%; Rac1 GTP hydrolysis: 6%; LYP phosphatase: 0%

What do the screens show for `O=C(NC1CCN(Cc2ccc(Cl)cc2Cl)CC1)c1ccccc1`?
RSV CPE inhibition: 6.0%; HIV peptide binding: -0.7%; SV40 large T antigen: 22%; Siah-1 displacement: -1%; Dengue-2 NS5 capping: -4%; AID2073: -2%; Rac1 GTP hydrolysis: 5%; LYP phosphatase: 1%

What do the screens show for `CCOc1nc(NCCO)nc(NCCC2=CCCCC2)n1`?
RSV CPE inhibition: 15%; HIV peptide binding: 1.2%; XIAP displacement: -4.9%; SV40 large T antigen: 22%; Siah-1 displacement: 4%; Dengue-2 NS5 capping: -7%; AID2073: 8%; Rac1 GTP hydrolysis: 5%; LYP phosphatase: 0%

What do the screens show for `Cc1nc(SCN2C(=O)c3ccccc3C2=O)n[nH]1`?
RSV CPE inhibition: 2.1%; HIV peptide binding: -0.2%; XIAP displacement: -0.4%; SV40 large T antigen: 6%; Siah-1 displacement: 4%; Dengue-2 NS5 capping: -2%; AID2073: -4%; Rac1 GTP hydrolysis: 9%; LYP phosphatase: -3%

How did CCCCOc1ccc(C(=O)NC(=S)Nc2ccc(CN3CCOCC3)cc2)cc1 do in these assays?
RSV CPE inhibition: 1.1%; HIV peptide binding: -0.7%; XIAP displacement: 1.0%; SV40 large T antigen: 8%; Siah-1 displacement: 5%; Dengue-2 NS5 capping: -3%; AID2073: -7%; Rac1 GTP hydrolysis: 8%; LYP phosphatase: 0%

How did Cc1nc2ccc(NC(=O)c3cc([N+](=O)[O-])cc([N+](=O)[O-])c3Cl)cc2s1 do in these assays?
RSV CPE inhibition: 3.2%; HIV peptide binding: 59%; XIAP displacement: -8.6%; SV40 large T antigen: 60µM*; Siah-1 displacement: -6%; Dengue-2 NS5 capping: 60µM*; AID2073: -11%; Rac1 GTP hydrolysis: inconclusive; LYP phosphatase: -3%

Results for COc1cc(C=O)ccc1OCCOCCOc1ccc(Cl)cc1 ?
RSV CPE inhibition: -0.6%; HIV peptide binding: 0.8%; XIAP displacement: -5.2%; SV40 large T antigen: 5%; Siah-1 displacement: -2%; Dengue-2 NS5 capping: -3%; AID2073: 2%; Rac1 GTP hydrolysis: 8%; LYP phosphatase: -8%

Structural class, the entries above with an aryl thioether with sulfur outside any ring
What do the screens show for `Cc1ccccc1-n1nnnc1SC1CCOC1=O` (configuration not stated)?
RSV CPE inhibition: 1.1%; HIV peptide binding: 0.4%; XIAP displacement: -7.7%; SV40 large T antigen: 4%; Siah-1 displacement: 0%; Dengue-2 NS5 capping: -6%; AID2073: 6%; Rac1 GTP hydrolysis: 8%; LYP phosphatase: -1%

What do the screens show for `Cc1nc(SCN2C(=O)c3ccccc3C2=O)n[nH]1`?
RSV CPE inhibition: 2.1%; HIV peptide binding: -0.2%; XIAP displacement: -0.4%; SV40 large T antigen: 6%; Siah-1 displacement: 4%; Dengue-2 NS5 capping: -2%; AID2073: -4%; Rac1 GTP hydrolysis: 9%; LYP phosphatase: -3%

Other entries follow:
What do the screens show for `CC(C)(C)NS(=O)(=O)c1ccc(CCC(=O)Nc2ccc3c(c2)OCCO3)cc1`?
RSV CPE inhibition: 0.8%; HIV peptide binding: 3.0%; XIAP displacement: -6.1%; SV40 large T antigen: 3%; Siah-1 displacement: 3%; Dengue-2 NS5 capping: -7%; AID2073: 5%; Rac1 GTP hydrolysis: 7%; LYP phosphatase: -6%

What do the screens show for `CS(=O)(=O)N1CCC(C(=O)NNC(=O)Nc2ccc(F)c(Cl)c2)CC1`?
RSV CPE inhibition: 1.9%; HIV peptide binding: 0.4%; SV40 large T antigen: 18%; Siah-1 displacement: 1%; Dengue-2 NS5 capping: -8%; AID2073: 0%; Rac1 GTP hydrolysis: -1%; LYP phosphatase: -12%

How did O=C(c1cc(=O)[nH]c2ccccc12)N1CCN(c2ccccc2)CC1 do in these assays?
RSV CPE inhibition: 1.1%; HIV peptide binding: -2.1%; SV40 large T antigen: 8%; Siah-1 displacement: 3%; Dengue-2 NS5 capping: 2%; AID2073: -7%; Rac1 GTP hydrolysis: 8%; LYP phosphatase: -12%

Results for O=C(Cc1ccccc1)NCCSCc1ccco1 ?
RSV CPE inhibition: 1.5%; HIV peptide binding: 3.9%; XIAP displacement: -0.7%; SV40 large T antigen: 13%; Siah-1 displacement: 6%; Dengue-2 NS5 capping: -6%; AID2073: 13%; Rac1 GTP hydrolysis: 4%; LYP phosphatase: -1%

How did COC(=O)c1ccc(/C=C/c2ccc3cccc(OC)c3n2)cc1 do in these assays?
RSV CPE inhibition: 3.3%; HIV peptide binding: -3.0%; XIAP displacement: -2.8%; SV40 large T antigen: -1%; Siah-1 displacement: -3%; Dengue-2 NS5 capping: -3%; AID2073: inconclusive; Rac1 GTP hydrolysis: 5%; LYP phosphatase: -6%

How did CCOC(=O)c1cnc2c(Cl)cc(Cl)cc2c1NCCCN1CCOCC1 do in these assays?
RSV CPE inhibition: 1.0%; HIV peptide binding: 0.8%; SV40 large T antigen: 6%; Siah-1 displacement: 0%; Dengue-2 NS5 capping: 1%; AID2073: -10%; Rac1 GTP hydrolysis: 5%; LYP phosphatase: -9%; Dengue-2 NS5 capping pilot replicate: -0.6

What do the screens show for `Cc1ccccc1/C=N/NC(=O)c1cccnc1`?
RSV CPE inhibition: 0.5%; HIV peptide binding: 0.3%; SV40 large T antigen: 9%; Siah-1 displacement: 10%; Dengue-2 NS5 capping: -1%; AID2073: 18%; Rac1 GTP hydrolysis: 5%; LYP phosphatase: -10%; Dengue-2 NS5 capping pilot replicate: -4.9

What do the screens show for `O=S(=O)(CCc1ccncc1)Cc1ccc2c3c(cccc13)CC2`?
HIV peptide binding: -1.5%; SV40 large T antigen: 4%; Siah-1 displacement: -1%; Dengue-2 NS5 capping: 6%; AID2073: 13%; Rac1 GTP hydrolysis: 9%; LYP phosphatase: -4%

Results for CCC(=O)Nc1ccc(C(=O)CSc2nnc(CNc3ccc(Cl)cc3)o2)cc1OC ?
RSV CPE inhibition: 2.9%; HIV peptide binding: -1.2%; XIAP displacement: -1.8%; SV40 large T antigen: 1%; Siah-1 displacement: 1%; Dengue-2 NS5 capping: -2%; AID2073: -2%; Rac1 GTP hydrolysis: 10%; LYP phosphatase: -5%

How did COC(=O)C1=C(C)N(CCCCCC(=O)O)C(=O)NC1c1ccccc1 (configuration not stated) do in these assays?
RSV CPE inhibition: 0.4%; SV40 large T antigen: 8%; Dengue-2 NS5 capping: 2%; Rac1 GTP hydrolysis: 7%

What do the screens show for `O=C(Nc1ccc(Br)cc1)c1cnc[nH]1`?
RSV CPE inhibition: 1.9%; HIV peptide binding: 3.3%; SV40 large T antigen: 5%; Siah-1 displacement: -4%; Dengue-2 NS5 capping: -8%; AID2073: 0%; Rac1 GTP hydrolysis: 9%; LYP phosphatase: -9%

How did Cc1nc2oc3ccc(F)cc3c(=O)c2cc1C(=O)O do in these assays?
RSV CPE inhibition: 0.8%; HIV peptide binding: 0.2%; SV40 large T antigen: 3%; Siah-1 displacement: -1%; Dengue-2 NS5 capping: -7%; AID2073: 8%; Rac1 GTP hydrolysis: 18%; LYP phosphatase: -6%

What do the screens show for `CN(CCC#N)C(=O)COC(=O)c1cccnc1Nc1ccccc1F`?
RSV CPE inhibition: 0.2%; HIV peptide binding: 0.4%; XIAP displacement: 1.3%; SV40 large T antigen: 8%; Siah-1 displacement: 1%; Dengue-2 NS5 capping: -2%; AID2073: 8%; Rac1 GTP hydrolysis: 11%; LYP phosphatase: 4%

How did CCn1c(NC(=O)c2cccs2)c(-c2cccs2)c(=O)c2ccccc21 do in these assays?
RSV CPE inhibition: 2.9%; HIV peptide binding: 2.7%; XIAP displacement: -6.2%; SV40 large T antigen: -2%; Siah-1 displacement: 2%; Dengue-2 NS5 capping: 6%; AID2073: 0%; Rac1 GTP hydrolysis: -12%; LYP phosphatase: -6%

What do the screens show for `Cc1nn(-c2ccccc2)c2c1P(=O)(O)/C(=C1\N(C)c3ccccc3C1(C)C)C=N2`?
RSV CPE inhibition: -1.6%; HIV peptide binding: 1.0%; XIAP displacement: -2.9%; SV40 large T antigen: 6%; Siah-1 displacement: 2%; Dengue-2 NS5 capping: -4%; AID2073: 13%; Rac1 GTP hydrolysis: 1%; LYP phosphatase: -1%

What do the screens show for `COc1cccc(OC)c1C(=O)Nc1ccccc1N1CCCC1`?
RSV CPE inhibition: 1.6%; HIV peptide binding: -0.3%; XIAP displacement: -4.4%; SV40 large T antigen: 8%; Siah-1 displacement: 5%; Dengue-2 NS5 capping: -8%; AID2073: -3%; Rac1 GTP hydrolysis: 6%; LYP phosphatase: -2%
